ATXN2 expr inh – inhibitors of ATXN2 expression; actives 0.72% (n = 360,000); Potency, µM (top dose mostly 57 µM), for the others: at the highest dose activity change, negative = inhibition, hits mostly inhibitors; HEK-293 ATXN2-luciferase reporter, luminescence, 24 h; AID 1745845; further: on the % scale 0 is the no-effect control and ±100 the full control effect; nearly all actives have a fitted effect of over 55% in size
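qHTS (up to 57 uM final) was run with 24 h compound exposure of reporter cells at 37 °C. Each well was multiplexed: SteadyGlo luminescence measured ATXN2-luciferase expression after a fluorogenic Gly-Phe-AFC viability readout (25 uM final).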
HepG2 viability – kills HepG2 cells in TGF-b inhibitor counter-screen. HepG2 CAGA-GFP viability, ATP luminescence, 18 h. Potency, µM (doses to about 46.1 µM), inactives show at the top dose activity change, negative = cytotoxicity, usual class: cytotoxic. actives 0.76% (n = 410,000). AID 588856; further: some results filed as inactive show a strong effect at the top dose
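HepG2 CAGA-GFP cells (1000/well, DMEM with 1% FBS) received compound, then TGF-beta at 500 pg/mL final, and were incubated 18 hours at 37 degrees C. Viability was read by CellTiter-Glo luminescence. Media-only wells were set as complete cell-killing and DMSO as no toxicity.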
MCF10A rerep – induces DNA re-replication in MCF 10a normal breast cells; MCF 10A DNA re-replication, Hoechst nuclear intensity, 48 h; actives 2.9% (n = 350,000); Potency, µM (series often up to 46.1 µM), inactives show at the highest dose activity, positive = re-replication, hits mostly activators; further: % of control where 0% means no effect; nearly all actives have a fitted effect of over 50% in size
Nrf2 block – blocks Nrf2 signaling | actives 2.1% (n = 360,000) | A549 ARE-Fluc reporter, luciferase luminescence, 18-24 h | Potency, µM (titrated, usually from 46 µM), for the others: top-dose activity change, negative = inhibition, most hits filed as inhibitors | AID 504444; further: on the % scale 0 is the no-effect control and ±100 the full control effect; nearly all actives have a fitted effect of over 60% in size
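A549 ARE_Fluc cells, 5000/well, 5% FBS OPTI-MEM; compounds in dose-response, 18-24 h at 37 °C/5% CO2; CellTiter-Fluor viability read (Ex 405/Em 525), then BugLite luciferase luminescence = Nrf2 activity.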
EPAC2 antag – blocks human EPAC2 exchange factor. Q8WZA2. EPAC2 GEF exchange of Rap1B-BODIPY-GDP, fluorescence. Potency, µM (top dose mostly 114 µM), for the others: at the top dose activity, negative = inhibition, most hits filed as inhibitors. actives 0.18% (n = 360,000). AID 720708; further: on the % scale 0 is the no-effect control and ±100 the full control effect; nearly all actives have a fitted effect of over 45% in size; many of its hits are not listed in these tables
Target sequence (Q8WZA2 whole entry, looked up): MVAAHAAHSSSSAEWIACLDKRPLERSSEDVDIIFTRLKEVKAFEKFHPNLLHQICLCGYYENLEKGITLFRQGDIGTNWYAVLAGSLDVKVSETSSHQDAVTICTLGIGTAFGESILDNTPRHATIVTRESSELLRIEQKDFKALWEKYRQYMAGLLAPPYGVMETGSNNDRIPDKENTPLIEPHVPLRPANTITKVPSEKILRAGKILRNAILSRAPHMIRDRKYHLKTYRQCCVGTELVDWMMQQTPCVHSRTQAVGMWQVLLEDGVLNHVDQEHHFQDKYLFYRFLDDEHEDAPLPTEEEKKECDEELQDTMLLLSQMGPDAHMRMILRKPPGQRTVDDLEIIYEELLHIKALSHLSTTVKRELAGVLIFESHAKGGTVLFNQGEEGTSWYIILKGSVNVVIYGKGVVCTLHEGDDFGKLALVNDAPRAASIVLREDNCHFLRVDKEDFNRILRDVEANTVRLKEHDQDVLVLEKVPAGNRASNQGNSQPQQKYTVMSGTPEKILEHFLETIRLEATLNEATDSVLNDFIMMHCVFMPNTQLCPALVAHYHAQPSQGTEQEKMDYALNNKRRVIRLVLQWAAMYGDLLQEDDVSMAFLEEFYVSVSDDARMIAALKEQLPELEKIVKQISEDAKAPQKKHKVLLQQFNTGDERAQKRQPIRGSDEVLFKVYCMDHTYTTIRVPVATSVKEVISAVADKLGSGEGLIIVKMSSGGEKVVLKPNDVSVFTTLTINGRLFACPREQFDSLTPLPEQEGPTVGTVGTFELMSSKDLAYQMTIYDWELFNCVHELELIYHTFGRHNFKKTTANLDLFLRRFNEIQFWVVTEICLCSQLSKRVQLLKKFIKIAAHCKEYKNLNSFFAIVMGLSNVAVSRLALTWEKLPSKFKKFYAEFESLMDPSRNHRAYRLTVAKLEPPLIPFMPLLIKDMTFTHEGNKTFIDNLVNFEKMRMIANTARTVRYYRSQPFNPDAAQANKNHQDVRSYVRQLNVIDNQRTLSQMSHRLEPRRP
Nrf2 activator – Nrf2 pathway activation | actives 0.31% (n = 410,000) | AREc32 ARE-luciferase reporter (MCF7-derived line), luminescence, 24 h | AID 624171 | Potency, µM (series often up to 46.1 µM), without a hit: top-dose activation, actives largely listed as activators; further: % of control where 0% means no effect; nearly all actives have a fitted effect of over 65% in size
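ARE activation measured as luciferase luminescence (Steady-Glo, 30 min RT) in AREc32_Fluc cells after 24 hr compound exposure at 37 deg C, 5% CO2; cells seeded overnight at 1000/well in OPTI-MEM, 5% FBS.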
ATXN viability – viability counter-screen for ATXN expression inhibitors | S2 cells (HEK-293 line with an ATXN2-luciferase reporter) viability, CellTiter-Fluor protease fluorescence, 24 h | AID 651635 | Potency, µM (titrated, usually from 56.7 µM), most hits filed as cytotoxic | actives 0.49% (n = 400,000); further: nearly all actives have a fitted effect of over 40% in size
TGFb inhibitor – inhibitors of TGF-b signaling; Potency, µM (doses to about 46.1 µM), for the others: at the highest dose activity, negative = inhibition, actives largely listed as inhibitors; AID 588855; actives 1.2% (n = 410,000); HepG2 CAGA-GFP TGF-b/SMAD3 reporter, GFP fluorescence, 18 h; TGF-beta stimulated, 500 pg/mL final; further: on the % scale 0 is the no-effect control and ±100 the full control effect; nearly all actives have a fitted effect of over 65% in size
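Inhibition was scored as loss of TGF-beta-induced (500 pg/mL final, 18 hours, 37 degrees C) GFP in HEPG2 cells carrying a CAGA-GFP reporter, in DMEM with 1% FBS. Well GFP was summed per cell; Activity was normalised to unstimulated and stimulated DMSO wells, then concentration-response fitting.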
A549 tox – kills or reduces viability of A549 cells in Nrf2 counter-screen. A549 ARE-Fluc cells, CellTiter-Fluor viability, 18-24 h. Potency, µM (top dose mostly 46 µM), for inactives: at the top dose activity change, negative = cytotoxicity, usual class: inhibitors. actives 0.16% (n = 390,000). AID 504648; further: on the % scale 0 is the no-effect control and ±100 the full control effect
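Cytotoxicity counterscreen: CellTiter-Fluor fluorescence was measured in A549 ARE_Fluc cells after 18-24 h of compound exposure in a concentration series. The subsequent BugLite luminescent read reports ARE-luciferase activity.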
Numbers without * were called inactive; i = inactive; ? = inconclusive; / = no result given; [ ] = another dose, or the depositor's remark. The call rests on the fitted dose curve; in most records, active means well fitted curve in the direction sought with a large enough effect; inconclusive means small, poorly fitted or top-dose-only effect, or another doubt; inactive means no such curve, though single readings can be large; an effect the other way counts as inactive or inconclusive. Potency means the concentration at half of the fitted maximal effect.

Every second line gives: ATXN2 expr inh, HepG2 viability, MCF10A rerep, Nrf2 block, EPAC2 antag, Nrf2 activator, ATXN viability, TGFb inhibitor, A549 tox
> O=C(c1ccco1)N1CCN(C(=S)Nc2ccc(Br)cc2Cl)CC1
→ -12%, -31%, ?, 19%, -2%, 2.2%, i, -8%, 9%
> O=C1CN(c2nc(-c3cccnc3)nc3sc4c(c23)CCCC4)CCN1
→ -2%[11.3 µM], -27%, 5%, 12µM*, -4%, 3.1%, ?, ?, -1%
> O=C(CSc1cc(Cl)ccc1Cl)NC1CCCc2ccccc21 (configuration not stated)
→ /, -13%, ?, -17%, 3%, 0.2%, /, -26%, -14%
> CN1CCN(CCCNC(=O)c2ccc3c(c2)N(Cc2ccc(F)cc2)CCS3)CC1
→ -24%, -37%, ?, 6%, 5%, 0.3%, ?, ?, 1%
> COc1cccc(-c2nc(SCC(=O)NC3CCCC3)c(-c3ccc(C)cc3)[nH]2)c1
→ /, -49%, /, ?, /, -1.7%, /, ?, ?
> CN(C(=O)c1ccc(NC(=O)C2CCN(C(=O)OC(C)(C)C)CC2)cc1)C1CCC1
→ 3%, -24%, 24%, -16%, -8%, -0.4%, i, -7%, -2%
> O=C(NC1CCCc2c1cnn2-c1ccc(F)cc1F)c1csnn1 (configuration not stated)
→ 10%, 3%, 0%, -2%, 20%, 0.7%, i, 10%, -3%
> Cc1ccc(C)c(N2CCN(C(=O)CCn3c(=S)[nH]c4cc5c(cc4c3=O)OCO5)CC2)c1
→ /, -15%, 16%, ?, -1%, -0.3%, /, -13%, -11%
> Cc1cccc(C(=O)N[C@H](C(=O)Nc2ccc(C)c(S(=O)(=O)N(C)C)c2)C(C)C)c1
→ /, -1%, 12%, ?, -6%, 3.6%, i, ?, -3%
> c1csc(-c2cn3ccc4ccccc4c3n2)c1
→ 77%[activator], -33%, 11%, ?, -1%, 17%, i, -22%, 2%
> O=C(O)Cc1nc(-c2cccnc2)sc1-c1ccc(Br)cc1
→ -4%, 2%, -8%, -12%, -1%, 1.4%, i, 4%, -4%
> O=C(CCc1ccccc1O)N/N=C/c1ccc(Sc2cccc3cccnc23)o1
→ -26%, -59%, 0%, ?, 3%[57.1 µM], 4.9%, ?, 14µM*, ?
> O=C(COC(=O)Cc1c[nH]c2ccccc12)Nc1cccc2ccccc12
→ -7%, -31%, 5%, 2%, -9%, -0.4%[9.22 µM], i, -15%, 4%
> CC(Sc1nnc(-c2ccccc2F)n1C)C(=O)Nc1ccc(N2CCOCC2)cc1 (configuration not stated)
→ /, 1%, /, /, 1%, -0.6%, i, -11%, /
> CC(=O)Nc1sc(N/N=C\c2ccccc2F)nc1-c1cccs1
→ 4%, 1%, 3%, ?, ?, ?, i, -24%, -11%
> CCn1c2ccccc2c2cc(NC(=O)COC(=O)Cc3cn4ccsc4n3)ccc21
→ 28µM*, 1%, ?, ?, -4%, -0.7%, i, ?, -8%
> CC1CCCN(C(=O)C2(NC(=O)Nc3cccc(F)c3)CCCCC2)C1 (configuration not stated)
→ 21%, 8%, 1%, -10%, 3%, -0.5%, ?, 18%, -16%
> O=C1CC(N2CCOCC2)C(=O)N1c1ccc2c(c1)OCO2 (configuration not stated)
→ 1%, -1%, -3%, /, 0%, -0.8%, ?, 3%, -3%
> COC1CC(NC(C)=O)C(OC(=O)c2ccccc2)C(CBr)O1 (configuration not stated)
→ /, -2%, /, /, 2%, -0.7%, i, 4%, /
> O=C(NCc1ccccc1)c1ccc(CSc2nc3cccnc3n2Cc2cccc(F)c2)cc1
→ -5%, -25%, /, ?, /, 3.6%, i, -26%, -12%
> CCCCN1C[C@H](C)[C@@H](CC(=O)NC)C1=O
→ -1%, -3%, /, /, 4%, 2.5%, i, 3%, /
> CSc1ccccc1C(=O)Nc1ccc(C)cc1C
→ -9%[11.3 µM], 17%, 11%, ?, ?, 0.4%, i, 9%, 0%
> CCCN(CCC)CCNC(=O)Cn1ncc2c([nH]c3ccc(C)cc32)c1=O
→ 8%, 13%, /, ?, /, 2.2%, i, 9%, 15%
> CC(C)C(=O)Nc1ccc2oc(=O)ccc2c1
→ -1%, -42%, 1%, -2%, 1%, 0.0%, i, 12%, 0%
> Cc1cccc(OCc2nnc(SCC(=O)NCc3ccc4c(c3)OCO4)o2)c1
→ /, -18%, /, /, 15%, 0.3%, i, -6%, /
> COc1ccc(N2CCN(C(=O)CSc3nnc(-c4cccnc4)n3-c3ccc(F)cc3)CC2)cc1
→ 3%, -3%, 1%, -23%, -1%, -0.5%, i, 4%, 0%
> COCCn1c(N2CCCC2)nc2c1c(=O)[nH]c(=O)n2C
→ -1%, 1%, -1%, 3%, -1%, -0.6%, i, -9%, 0%
> COc1ccccc1N1CCN(C2CCN(C(=O)COc3cccc(C)c3)CC2)CC1
→ -20%, -13%, 3%, -5%, 0%, -0.5%, i, 2%, 2%
> C[C@H]1CN([C@@H](C)CO)C(=O)c2c(c3ccccc3n2C)-c2ccccc2CO[C@H]1CN(C)C(=O)[C@@H]1CCCN1C
→ -1%, 50%, /, /, -8%, -0.3%, i, 6%, /
> N/C(=N\N=C\c1ccnc2ccccc12)SC1CC(=O)N(c2ccc(Br)cc2)C1=O (configuration not stated)
→ -2%, -22%, 7.3µM*, ?, -9%, 5.4%, i, 0%, -15%
> CCOc1ccc2ccccc2c1/C=N/NC(=O)c1ccncc1
→ /, -5%, 0%, 3%, -8%, 0.6%, i, 13%, 0%
> N#Cc1cc(C#N)c(N2CCN(c3cccc(Cl)n3)CC2)nc1N
→ ?, -16%, 3.3µM*, /, -2%, 5.5%, i, 27%, 9%
> COc1ccc(C2=NN(CN3C(=O)C(=O)c4ccccc43)C(c3ccc(OC)cc3)C2)cc1 (configuration not stated)
→ /, 1%, 2%, ?, 1%[57.1 µM], 9.1%, i, 24%, -2%
> Cc1cccc(NC(=O)COc2coc(CN3CCN(c4ccccc4)CC3)cc2=O)c1
→ -4%, -8%, 4%, -24%, 6%, 0.1%, i, -21%, -2%
> Cc1ccc(NC(=O)NC(=O)c2cnccc2C(F)(F)F)c(C)c1
→ 16%, 1%, -24%, -7%, -14%, 2.6%, i, -5%, -7%
> CC(Nc1ccc(Br)cc1)C(=O)NC(=O)NC1CCCCC1 (configuration not stated)
→ /, -61%, /, /, -3%, -0.9%, ?, -12%, /
> C[C@H](N)C(=O)NC[C@H]1O[C@@H](n2cnc3c(N)ncnc32)[C@H](O)[C@@H]1O
→ 3%, 23%, -8%, 2%, -5%, -0.8%, i, 11%, 1%
> CN(CC12CC3CC(CC(C3)C1)C2)C(=O)c1ccco1
→ -16%, 1%, -1%, 6%, -13%, -0.4%, i, 0%, -1%
> COCCN(CCOC)S(=O)(=O)c1ccc(C(=O)Nc2nc3c(s2)CCc2ccccc2-3)cc1
→ -12%, -26%, -73%[inhibitor], -12%, 4%, 9.1%, i, -16%, -6%
> CCOCCOC(=O)COc1ccc2c(=O)c(Oc3ccc(OC)cc3)coc2c1
→ /, -6%, 12%, 1%, 4%, -0.5%, i, -5%, -1%
> CCc1nc2ccc(C(=O)Nc3cccc(OC)c3)cn2c1N(CC)CCN(C)C
→ 19%, 5%, /, /, 3%, 19%, i, 20%, /
> CCn1c(CNC(=O)COc2ccc(C(C)C)cc2)nnc1SCC(=O)Nc1ccc(F)cc1
→ -33%, -13%, 15%, ?, -13%, -0.6%, ?, -18%, -16%
> COc1cccc(CC(=O)Nc2cc(S(=O)(=O)N3CCOCC3)ccc2N2CCN(C)CC2)c1
→ ?, -57%, 2%, 16%, -2%, -0.5%, i, -10%, 12%
> CCOC(=O)C1=NNC(C(=O)c2ccccc2)C1c1ccc(OC)cc1 (configuration not stated)
→ -2%, -5%, 2%, 15%, 5%, 2.6%, i, -6%, 2%
> CCCc1nc(SCC(=O)N2CCc3ccccc3C2)c2ccccc2n1
→ ?, -6%, ?, 23µM*, 0%, 6.4%, i, 1%, ?
> COc1cccc(CNC(=O)C2CCC(CNS(=O)(=O)c3ccc(Br)s3)CC2)c1 (configuration not stated)
→ -11%, -14%, /, -7%, /, 0.5%, i, 6%, -2%

Entries above with bromine:
Every second line gives: ATXN2 expr inh, HepG2 viability, MCF10A rerep, Nrf2 block, EPAC2 antag, Nrf2 activator, ATXN viability, TGFb inhibitor, A549 tox
> O=C(c1ccco1)N1CCN(C(=S)Nc2ccc(Br)cc2Cl)CC1
→ -12%, -31%, ?, 19%, -2%, 2.2%, i, -8%, 9%
> O=C(O)Cc1nc(-c2cccnc2)sc1-c1ccc(Br)cc1
→ -4%, 2%, -8%, -12%, -1%, 1.4%, i, 4%, -4%
> COC1CC(NC(C)=O)C(OC(=O)c2ccccc2)C(CBr)O1 (configuration not stated)
→ /, -2%, /, /, 2%, -0.7%, i, 4%, /
> N/C(=N\N=C\c1ccnc2ccccc12)SC1CC(=O)N(c2ccc(Br)cc2)C1=O (configuration not stated)
→ -2%, -22%, 7.3µM*, ?, -9%, 5.4%, i, 0%, -15%
> CC(Nc1ccc(Br)cc1)C(=O)NC(=O)NC1CCCCC1 (configuration not stated)
→ /, -61%, /, /, -3%, -0.9%, ?, -12%, /
> COc1cccc(CNC(=O)C2CCC(CNS(=O)(=O)c3ccc(Br)s3)CC2)c1 (configuration not stated)
→ -11%, -14%, /, -7%, /, 0.5%, i, 6%, -2%

High-throughput results: PubChem, National Center for Advancing Translational Sciences (NCATS)

An excerpt (hit frequency here may not be typical).
